Diaphorase inh = inhibits diaphorase or chemically oxidizes, flagging diaphorase assay artifacts. diaphorase resazurin-to-resorufin fluorescence, NADH, 16 min; bacterial (C. kluyveri) enzyme, not human. inhibition, % at 20 µM. hit rate 0.69% among 190,000. AID 1217;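 active = primary screen inhibition at 20 µM above a set limit, cut at about 50% in these data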;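 note: plate controls were DMSO with full reaction for no effect and wells lacking NADH for full effect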
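Test system: diaphorase enzyme from Clostridium kluyveri; amount: diaphorase at 0.14 U/mL in enzyme working solution; detection: fluorescence of resorufin formed from resazurin, Ex 544/Em 590 nm; times: reaction incubation of 16 min at room temperature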
PMI act satM6P = activators of human phosphomannose isomerase at near-saturating mannose 6-phosphate; coupled PMI enzyme assay, resazurin fluorescence, 20 min; stronger effect = higher value; 1 = untreated enzyme, 0 = substrate-free blank; P34949; activation factor at 20 µM; AID 1216; hit rate 0.34% among 190,000;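 active = activation factor of 2 or more at 20 µM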
Target sequence (P34949 whole entry, looked up): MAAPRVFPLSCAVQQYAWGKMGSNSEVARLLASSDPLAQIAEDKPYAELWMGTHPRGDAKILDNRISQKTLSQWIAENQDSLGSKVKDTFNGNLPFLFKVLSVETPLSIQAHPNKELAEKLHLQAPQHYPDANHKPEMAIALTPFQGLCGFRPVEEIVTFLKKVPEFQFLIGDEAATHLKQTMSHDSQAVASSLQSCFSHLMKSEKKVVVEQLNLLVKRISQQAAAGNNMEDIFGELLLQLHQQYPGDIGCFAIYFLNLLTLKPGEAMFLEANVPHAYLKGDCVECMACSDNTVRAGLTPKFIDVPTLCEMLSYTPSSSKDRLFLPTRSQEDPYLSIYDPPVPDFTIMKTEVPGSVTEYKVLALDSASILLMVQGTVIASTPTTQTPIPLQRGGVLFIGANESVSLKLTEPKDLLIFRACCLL
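Test system: human phosphomannose isomerase with PGI, G6PDH, diaphorase coupling enzymes; Amount: PMI at 15 ng/mL final; Reagent: Mannose-6-phosphate 1.0 mM (near-saturating) plus 0.22 mM NADP+; Timing: 20 min, room temperature; Technique: resorufin fluorescence at Ex 544/Em 590 nm; Dosing: 20 µM single dose.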
TNAP act hi DEA = TNAP (human) activation, high acceptor; P05186; purified TNAP, CDP-star luminescence, 1 M DEA, 30 min; stronger effect = higher value; 0 = EDTA background, 1 = DMSO-only activity; activation factor at 20 µM; 200,000 tested, under 10 active; AID 1136;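 active = activation factor at least 2 at 20 µM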
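Control set: EDTA negative control, DMSO positive control / Assay system: human TNAP / Quantity: TNAP 1/800 final / Evaluation: TNAP activation factor scaled between EDTA and DMSO control wells / Measured by: luminescent substrate turnover signal / Compound dosing: one dose, 20 µM / Times: 30 min enzyme reaction at room temperature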
Diaphorase act = diaphorase activation or chemical reduction counter-screen | Diaphorase/resazurin coupled assay, resorufin fluorescence, 16 min; stronger effect = higher value; 1 = vehicle wells, 0 = NADH-free wells | activation factor at 20 µM | hit rate 0.005% among 190,000 | AID 1229;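 active = diaphorase activity raised at least twofold by the compound at 20 µM; inactive = activation factor below 2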
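Material: Clostridium kluyveri diaphorase, purified enzyme; Quantity: enzyme 0.07 U/mL final; Medium: HEPES pH 7.4 buffer with MgCl2 and Tween 20; Dosing: single compound dose of 20 µM, 1% DMSO final; Schedule: 16 min reaction at room temperature; Measured by: red resorufin fluorescence at 544/590 nm excitation/emission.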
FLuc stim CS = firefly luciferase counter-screen for stimulation assays | ATPlite luciferase biochemical, luminescence, 10 min; 0 = ATP-free wells, 1 = DMSO control | AID 1027 | activation factor at 10 µM | 200,000 tested, under 10 active;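 active = luciferase activation factor, scaled between plate controls, of at least 2 with compound at 10 µM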
Target sequence (P08659 whole entry, looked up): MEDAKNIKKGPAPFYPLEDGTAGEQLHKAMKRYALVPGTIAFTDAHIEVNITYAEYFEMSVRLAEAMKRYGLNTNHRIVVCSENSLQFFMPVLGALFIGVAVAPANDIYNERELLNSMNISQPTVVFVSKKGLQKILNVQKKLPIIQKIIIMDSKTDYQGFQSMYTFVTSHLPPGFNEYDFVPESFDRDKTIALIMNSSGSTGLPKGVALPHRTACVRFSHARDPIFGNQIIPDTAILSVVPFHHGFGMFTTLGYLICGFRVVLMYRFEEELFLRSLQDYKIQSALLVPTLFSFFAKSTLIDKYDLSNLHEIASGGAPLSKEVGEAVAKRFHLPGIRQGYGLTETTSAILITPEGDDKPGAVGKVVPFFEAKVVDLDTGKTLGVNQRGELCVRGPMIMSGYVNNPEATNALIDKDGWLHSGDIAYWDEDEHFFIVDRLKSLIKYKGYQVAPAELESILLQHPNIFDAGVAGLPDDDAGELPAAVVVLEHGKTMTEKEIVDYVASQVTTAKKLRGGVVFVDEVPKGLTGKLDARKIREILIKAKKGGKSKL
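System: Luciferase/luciferin detection reagent, cell-free biochemical luciferase assay | Medium: PBS buffer for ATP | Dosing: Test compounds dosed from 2 mM stocks in 100% DMSO | Timing: 10 min at ambient temperature | Signal: Luminescence measurement of luciferase light output | Evaluation: Luciferase activation, seen as luminescence increase over controls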
Efa HMGR inh = blocks class II HMG-CoA reductase of Enterococcus faecalis; purified E. faecalis HMGR, NADPH absorbance 340 nm kinetic; inhibition, % at 10 µM; hit rate 0.41% among 190,000; AID 1066;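 active = inhibition above a set limit, the median over all tested compounds plus 3 SD, cut at about 9.5% in these data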;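 note: enzyme runs in reverse so mevalonate oxidation gives rising NADPH absorbance; 0% = complete reaction with DMSO and 100% = background rate lacking mevalonate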
G6PDH counter = inhibits Leuconostoc G6PDH, flagging false hits in G6PDH-based assays; Purified L. mesenteroides G6PDH, diaphorase/resazurin coupled fluorescence, 45 min; inhibition, % at 5 µM; hit rate 0.12% among 200,000; AID 1020; in the data active = inhibition above about 50%
TNAP inh noacc = blocks human TNAP activity with no phosphate acceptor present | purified TNAP, CDP-star luminescence, 30 min | inhibition, % at 20 µM | hit rate 0.26% among 200,000;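 active = tissue-nonspecific alkaline phosphatase inhibition above about 50% at 20 µM in the single-dose screen, limit read from the data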;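 note: 0% = DMSO negative control and 100% = EDTA positive control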
TNAP inh hi DEA = inhibitors of human TNAP at high phosphate acceptor concentration | purified TNAP, CDP-star luminescence, 1 M DEA | inhibition, % at 20 µM | hit rate 0.03% among 200,000 | AID 1135;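 active = over 50% inhibition of tissue-nonspecific alkaline phosphatase at 20 µM in the single-dose screen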;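 note: plate controls were DMSO wells for no effect and EDTA-quenched wells as full inhibition for full effect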
PMI activator = increases human mannose-6-phosphate isomerase activity | P34949 | purified human PMI, coupled resazurin fluorescence, 20 min; stronger effect = higher value; 1 = vehicle control, 0 substrate-free wells | activation factor at 20 µM | hit rate 0.005% among 190,000;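 active = activation factor of 2 or more at 20 µM, relative to plate controls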
Starred values were filed as active, the others as inactive; nt = no result given.

Structure	TNAP inh hi DEA	G6PDH counter	Diaphorase act	Efa HMGR inh	TNAP inh noacc	FLuc stim CS	PMI activator	TNAP act hi DEA	Diaphorase inh	PMI act satM6P
Cc1ccc(S(=O)(=O)N2CCN(CC(=O)N/N=C/c3ccc(Br)s3)CC2)cc1	4	-42	0.8	0	-5	1.1	0.9	1	24	0.9
COCCN(C(=O)CSc1nnc(-c2cccc(C)c2)n1C)c1c(N)n(Cc2ccccc2)c(=O)[nH]c1=O	-3	-3	0.9	-3	-12	1	1.1	1	8	1
COc1ccccc1NC(=O)Cn1cnc2sc(C(=O)NCc3ccco3)c(C)c2c1=O	-4	7	1.1	-2	-7	1	0.9	1	-6	1
COC(=O)c1ccccc1NS(=O)(=O)c1ccc2c3c(cccc13)C(=O)N2	-3	2	0.7	nt	-12	1	0.8	1	32	0.8
CC1=C(C(N)=O)C(c2ccccc2F)NC(=O)N1 (configuration not stated)	-6	9	1.1	-2	-6	1	1.1	1.1	-10	1.2
CCOc1ccc(C(=O)Nc2ccc(NC(=O)c3cccs3)cc2)cc1[N+](=O)[O-]	2	1	1	-3	-12	1	1	1	-1	1.1
CC(NC(=O)c1ccccc1NC(=O)c1ccncc1)c1ccccc1 (configuration not stated)	0	9	1	-1	-2	1	0.9	1	4	0.9
COc1ccccc1C(=O)Nn1c(-c2cccs2)nc2ccccc2c1=O	-5	25	1	0	-1	1	0.8	1	0	0.9

Part of the list above in a different format:
Below each SMILES: TNAP inh hi DEA, G6PDH counter, Diaphorase act, Efa HMGR inh, TNAP inh noacc, FLuc stim CS, PMI activator, TNAP act hi DEA, Diaphorase inh, PMI act satM6P
COc1ccccc1NC(=O)Cn1cnc2sc(C(=O)NCc3ccco3)c(C)c2c1=O
 : -4, 7, 1.1, -2, -7, 1, 0.9, 1, -6, 1
COC(=O)c1ccccc1NS(=O)(=O)c1ccc2c3c(cccc13)C(=O)N2
 : -3, 2, 0.7, nt, -12, 1, 0.8, 1, 32, 0.8

(list continues)
Structure	TNAP inh hi DEA	G6PDH counter	Diaphorase act	Efa HMGR inh	TNAP inh noacc	FLuc stim CS	PMI activator	TNAP act hi DEA	Diaphorase inh	PMI act satM6P
Cc1ccc(-c2nc(N)sc2CC(=O)OCC(=O)NC2CCCC(C)C2C)cc1 (configuration not stated)	-4	1	0.8	-11	-8	1	0.8	1	16	1
CC(/C=N\N1CCN(c2ccc(Cl)cc2)CC1)=C\c1ccccc1	0	9	0.9	4	-6	1	0.9	1	8	0.9
CCOC(=O)Cc1nc2cc(Cl)ccc2o1	1	1	0.9	-3	-8	1	1	1	8	1
O=C(Nc1ccccc1)Nc1ccc(Cl)c(S(=O)(=O)N2CCOCC2)c1	3	-4	0.9	-5	-6	1	1	1	11	1
CC(Sc1nnc(-c2ccc(Cl)cc2)n1C)C(N)=O (configuration not stated)	-7	-3	0.9	1	-18	1	1.1	1.1	7	1.1
Cc1cc(C(=O)N/N=C/c2cccn2C)n[nH]1	-3	20	1	-6	-19	0.9	1	1	4	1.1
Cc1cccc(C)c1OCC(=O)NCc1nnc(SCC(=O)NC2CCCCC2)n1C	-5	-16	1	1	-4	1.1	1	1.1	4	0.9
COC(=O)C(NC(C)=O)(Nc1ccccn1)C(F)(F)F (configuration not stated)	-2	4	1	1	-7	1.1	1	1	3	1
CCOC(=O)/C=c1\s/c(=C\c2ccc3cc(OC)ccc3c2)c(=O)n1CC(=O)NCC1CCCO1 (configuration not stated)	0	0	0.9	-1	-10	1	1	1	7	1
CC(C)Cc1cc(C(=O)Nc2sc3c(c2C#N)CCCC3)no1	-3	2	1.1	-11	16	1	1	1	-11	1
COc1ccc2c(c1)C(=O)c1ccccc1CO2	-4	4	0.9	-3	-5	0.7	1.1	1	7	1.3
Cc1ccc([N+](=O)[O-])c(OCCN2CCC(Cc3ccccc3)CC2)c1	-3	1	0.9	1	-9	1	0.9	1	15	0.9
Oc1ccccc1CNc1ccc(OC(F)(F)F)cc1	-3	10	0.6	3	-8	1	0.7	1	38	0.7
COCc1cc(=O)n2[nH]c(-c3ccsc3-n3c(C)ccc3C)cc2n1	-4	1	0.5	2	-252	1.1	0.8	1	49	0.8
Cc1sc2ncnc(Sc3nnnn3-c3ccc(Cl)cc3)c2c1C	-6	13	1	-7	2	1.1	1	1.1	-4	1.1
CCSc1ccc(-c2ccc(C)cc2)nn1	0	3	1	0	-2	0.1	1.1	1	0	1
O=S(=O)(Nc1nccs1)c1cc(Cl)ccc1Cl	4	-2	0.9	-1	-6	1	0.9	1	5	1
Cc1ccc(N2C(=O)c3cccc4c(C(=O)O)ccc(c34)C2=O)cc1	-4	8	1	1	0	1.1	1.1	1	-2	1.1
CC(C)(C)c1nn(-c2ccccc2)c2[nH]c(=O)c(CNCc3ccco3)cc12	-3	10	0.8	-1	0	1.1	1	1	15	0.9
Cc1ccc(C(=O)C(OC(=O)c2cnccn2)c2ccccc2)cc1 (configuration not stated)	-6	3	0.8	-6	-15	1	0.9	1.1	16	1
O=C(Cc1cccc2ccccc12)N/N=C/c1ccc(OC(=O)/C=C/c2ccco2)cc1	4	-1	1	-8	-3	1.1	1.1	1	-2	1.2
Cc1c(C2=CCN(S(=O)(=O)c3ccc(Cl)cc3)CC2)c2ccccc2n1C	-7	-2	0.9	0	-7	1	1	1.1	14	0.9
Cc1ccc(S(=O)(=O)NCCC(=O)NCc2ccccc2)cc1	-8	6	0.9	-7	-7	1.1	1	1.1	13	1
COC(=O)COc1cccc(NS(=O)(=O)c2ccc(NC(C)=O)cc2)c1	-4	-9	0.9	0	-9	1.1	1	1	11	1.1

3 compounds already listed, arranged by the value under TNAP inh hi DEA, smallest number first:
SMILES | TNAP inh hi DEA | Efa HMGR inh | TNAP inh noacc | PMI activator | TNAP act hi DEA | Diaphorase inh | PMI act satM6P
Cc1ccc(S(=O)(=O)NCCC(=O)NCc2ccccc2)cc1 | -8 | -7 | -7 | 1 | 1.1 | 13 | 1
Cc1c(C2=CCN(S(=O)(=O)c3ccc(Cl)cc3)CC2)c2ccccc2n1C | -7 | 0 | -7 | 1 | 1.1 | 14 | 0.9
COC(=O)COc1cccc(NS(=O)(=O)c2ccc(NC(C)=O)cc2)c1 | -4 | 0 | -9 | 1 | 1 | 11 | 1.1

Next section.
Structure	TNAP inh hi DEA	G6PDH counter	Diaphorase act	Efa HMGR inh	TNAP inh noacc	FLuc stim CS	PMI activator	TNAP act hi DEA	Diaphorase inh	PMI act satM6P
CCCCNC(=O)c1cccc(C(=O)NCCCC)c1	-3	16	0.9	-1	-9	1	0.9	1	9	1
COc1ccc(NC(C)=O)cc1NC(=O)CN1CCN(c2ccccn2)CC1	-7	-18	0.8	5	-10	1.1	1.3	1.1	20	1.5
O=C(COc1ccccc1Cl)N1CCN(c2ccc([N+](=O)[O-])c(N3CCOCC3)c2)CC1	10	-29	0.8	-6	8	1	0.8	0.9	20	0.8
CCCCC(=O)Nc1sc2c(c1C(=O)OCC)CCC(C=O)=C2Cl	2	6	0.9	-2	6	1.1	1	1	14	0.9
CCN(CC)c1ccc(NC(=O)c2ccccc2OCC(=O)OC)cc1	-3	4	1	-2	-10	0.8	0.9	1	4	0.8
Cc1ccc(N(C)C(=O)n2cnc3ccccc32)cc1	0	20	1	-1	-3	0.9	1.1	1	4	1
CCO[C@@H]1OC(C(=O)N2CCN(C)CC2)=C[C@H](c2coc3ccccc3c2=O)[C@H]1CCCO	-4	10	1	1	-5	1	1	1	3	1
O=S(=O)(NCc1ccco1)c1cnc(Cl)c(Br)c1	-3	-3	1	-1	-8	1.1	1.1	1	3	1
CN(CCOc1cccc(C(F)(F)F)c1)Cc1ccccc1	-8	4	0.8	-1	-14	1.1	1	1.1	18	1
S=c1[nH]nc(C2CCCCC2)n1/N=C/C=C/c1ccccc1	0	17	0.6	-3	30	1.1	0.9	1	36	0.8
CC(NC(=O)c1ccccc1)c1nc2ccccc2n1Cc1ccc(C#N)cc1 (configuration not stated)	-3	1	0.9	-3	-3	1.1	0.9	1	13	0.9
CC(NC(=O)C(=O)NN=C1CCCC1)c1ccccc1 (configuration not stated)	-10	7	0.9	-9	-10	1	0.9	1.1	8	1
O=C(NCSc1ccnc(SCNC(=O)c2ccccc2)n1)c1ccccc1	-1	0	0.8	1	-9	1.1	1.1	1	17	1.2
CCOc1ccc(-n2c(=O)c3c(C)c(C(=O)N(C)C)sc3n(CC(=O)Nc3ccccc3F)c2=O)cc1	-3	4	1.1	-7	-7	1	1.1	1	-9	1.1
O=C(Nc1ccc(O)c(-c2nc3ccccc3s2)c1)c1cccs1	-6	-1	1	-5	-6	1	1.1	1.1	-3	1
COc1ccccc1NC(=O)C1CCCCN1S(=O)(=O)c1ccc(F)cc1 (configuration not stated)	-2	-5	0.8	-1	-9	1.1	1	1	19	0.9
O=C(Nc1ccc2c(c1)Cc1ccccc1-2)c1ccco1	-3	3	0.9	-1	0	0.6	0.9	1	14	0.9
CCOC(=O)c1cc2c(ccn2C)n1CC(=O)N1CCN(c2ccc(F)cc2)CC1	-6	5	0.8	-4	-11	1.1	0.9	1.1	19	0.9
CCSC(=O)NC12CC3CC(CC(C3)C1)C2	-3	-1	0.9	-3	-13	1.1	1	1	7	1

Record cards (already shown).
CCOc1ccc(-n2c(=O)c3c(C)c(C(=O)N(C)C)sc3n(CC(=O)Nc3ccccc3F)c2=O)cc1 reads TNAP inh hi DEA: -3; G6PDH counter: 4; Diaphorase act: 1.1; Efa HMGR inh: -7; TNAP inh noacc: -7; FLuc stim CS: 1; PMI activator: 1.1; TNAP act hi DEA: 1; Diaphorase inh: -9; PMI act satM6P: 1.1
CCOC(=O)c1cc2c(ccn2C)n1CC(=O)N1CCN(c2ccc(F)cc2)CC1 reads TNAP inh hi DEA: -6; G6PDH counter: 5; Diaphorase act: 0.8; Efa HMGR inh: -4; TNAP inh noacc: -11; FLuc stim CS: 1.1; PMI activator: 0.9; TNAP act hi DEA: 1.1; Diaphorase inh: 19; PMI act satM6P: 0.9

Not a hit list; any-hit rate near 1.7%.
